Screening results as filed in PubChem BioAssay.
USP1 inh – blocks the human USP1/UAF1 deubiquitinase complex | 390,000 compounds, 0.23% hits | Potency, µM (doses to about 57.1 µM), without a hit: at the highest dose activity change, negative = inhibition, most hits filed as inhibitors | recombinant USP1/UAF1, Ub-Rhodamine cleavage fluorescence; note: % is set by controls: 0 for no effect and ±100 for the full control effect; nearly all actives have a fitted effect of over 60% in size; inactives centre near -12
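USP1/UAF1 complex (1 nM) preincubated 15 min at room temperature with compound, then Ub-Rho substrate (150 nM final) added. Kinetic fluorescence at 480/540 nm over 6 reads at 60 s intervals; 50 mM HEPES pH 7.8, 0.5 mM EDTA, 0.1 mg/ml BSA, 1 mM TCEP, 0.01% Tween-20.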
RGS4 inhibitor – human RGS4 inhibition. 390,000 compounds, 0.039% hits. P49798. Potency, µM (titrated, usually from 114 µM), for the others: at the highest dose activity change, negative = inhibition, actives largely listed as inhibitors. Transcreener GDP fluorescence polarization, RGS4-accelerated GTP hydrolysis. AID 504845; note: % is set by controls: 0 for no effect and ±100 for the full control effect; nearly all actives have a fitted effect of over 75% in size; some results filed as inactive show a strong effect at the top dose
Target sequence (P49798 whole entry, looked up): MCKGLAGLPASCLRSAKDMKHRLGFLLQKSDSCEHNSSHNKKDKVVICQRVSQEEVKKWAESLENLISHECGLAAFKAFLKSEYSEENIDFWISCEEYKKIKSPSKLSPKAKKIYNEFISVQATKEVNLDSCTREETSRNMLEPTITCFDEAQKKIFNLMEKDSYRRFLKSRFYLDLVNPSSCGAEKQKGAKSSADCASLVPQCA
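MLSMR compounds (23 nl, pin-transferred) preincubated 10 min at room temperature with a 500nM (2x) first reagent, then RGS4 at 900nM (2x) plus Transcreener GDP mix added; fluorescence polarization (620/688 nm) read before and after 90 min at 30 °C.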
Vif-APOBEC3F blk – blocks the Vif interaction with APOBEC3F; HeLa A3F-eYFP + Vif (tagged APOBEC3F with the HIV-1 protein that degrades it), YFP fluorescence increase; Potency, µM (highest dose often 46.1 µM), inactives show at the highest dose activity, negative = active; 390,000 compounds, 0.2% hits; AID 602313; note: % of control where 0% means no effect; nearly all actives have a fitted effect of over 65% in size
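Fluorescence increase (Ex 488/Em 500-530) after overnight compound treatment at 37 deg C flags inhibition of Vif-driven A3F-eYFP loss in stable HeLa A3F-eYFP/Vif cells seeded overnight beforehand.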
RXFP1 agonist – RXFP1 (human) receptor agonism; Q9HBX9; HEK293T-RXFP1 cAMP TR-FRET, 30 min; response scale: percent of porcine relaxin response, buffer zero; Potency, µM (highest dose often 57.5 µM), without a hit: at the highest dose activation, usual class: activators; 370,000 compounds, 0.3% hits; AID 2676; note: % is set by controls: 0 for no effect and ±100 for the full control effect; nearly all actives have a fitted effect of over 60% in size; many of its hits are not listed in these tables
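HEK293T cells stably expressing RXFP1 were pretreated with the PDE4 inhibitor Ro 20174, exposed to compounds for 30 min at 37C, lysed, and cAMP was read by TR-FRET. Data normalized to buffer (basal) and 29 nM porcine relaxin (100%).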
TrxR1 inh – rat TrxR1 inhibition. 390,000 compounds, 1% hits. recombinant rTrxR1, NADPH fluorescence consumption, selenite substrate. AID 588453. Potency, µM (series often up to 114 µM), for the others: top-dose activity change, negative = inhibition, usual class: inhibitors; note: % is set by controls: 0 for no effect and ±100 for the full control effect; nearly all actives have a fitted effect of over 65% in size
Target sequence (O89049 whole entry, looked up): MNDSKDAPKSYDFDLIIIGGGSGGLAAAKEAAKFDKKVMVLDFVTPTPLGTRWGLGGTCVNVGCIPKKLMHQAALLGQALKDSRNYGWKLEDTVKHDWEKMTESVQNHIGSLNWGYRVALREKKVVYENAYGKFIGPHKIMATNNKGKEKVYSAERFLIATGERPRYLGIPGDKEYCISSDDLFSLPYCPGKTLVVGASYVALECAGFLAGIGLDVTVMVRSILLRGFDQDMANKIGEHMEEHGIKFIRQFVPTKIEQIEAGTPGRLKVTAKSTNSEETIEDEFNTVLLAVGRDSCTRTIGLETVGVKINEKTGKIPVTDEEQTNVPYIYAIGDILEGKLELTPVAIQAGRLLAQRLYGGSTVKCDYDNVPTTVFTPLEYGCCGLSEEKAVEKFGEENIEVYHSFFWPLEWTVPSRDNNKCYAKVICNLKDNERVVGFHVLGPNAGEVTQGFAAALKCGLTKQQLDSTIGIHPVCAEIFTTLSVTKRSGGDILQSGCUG
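Rat TrxR1 (90 nM in the dispensed reagent) was pre-reduced with 400 uM NADPH for 5 min at room temperature, then incubated with compound for 15 min. After 400 uM selenite was added, NADPH fluorescence (Ex 340/Em 450 nm) was followed for 8 min.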
Vif-APOBEC3G blk – blocks the Vif interaction with human APOBEC3G. Q9HC16. AID 602310. HeLa A3G-eYFP + Vif (tagged APOBEC3G with the HIV-1 protein that degrades it), YFP fluorescence, overnight. 410,000 compounds, 0.076% hits. Potency, µM (top dose mostly 46.1 µM), for the others: at the highest dose activity, negative = active, most hits filed as inhibitors;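 note: % is set by controls: 0 for no effect and ±100 for the full control effect; nearly all actives have a fitted effect of over 60% in size; hits raise eYFP signal because A3G escapes Vif-driven loss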
Target sequence (Q9HC16 whole entry, looked up): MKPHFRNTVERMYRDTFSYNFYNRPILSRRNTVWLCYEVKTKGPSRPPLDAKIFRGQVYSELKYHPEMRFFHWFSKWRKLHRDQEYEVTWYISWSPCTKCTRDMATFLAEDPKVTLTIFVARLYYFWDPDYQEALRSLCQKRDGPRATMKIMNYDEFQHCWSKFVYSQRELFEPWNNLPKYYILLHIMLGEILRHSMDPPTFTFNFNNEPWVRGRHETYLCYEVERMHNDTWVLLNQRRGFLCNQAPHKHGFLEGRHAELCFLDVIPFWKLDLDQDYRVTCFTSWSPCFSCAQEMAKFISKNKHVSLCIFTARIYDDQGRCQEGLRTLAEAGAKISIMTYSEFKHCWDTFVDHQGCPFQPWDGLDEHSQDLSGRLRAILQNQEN
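HeLa cells stably expressing Vif and C-terminally eYFP-tagged A3G, seeded overnight at 37 deg C, then exposed to compound by pintool overnight at 37 deg C. Rise in yellow fluorescence (Ex 488/Em 500-530, Acumen) marks blocked Vif-driven A3G degradation.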
TrxR1 substrate – is turned over as a substrate by rat TrxR1. O89049. purified TrxR1 substrate turnover, NADPH consumption readout. Potency, µM (titrated, usually from 114 µM), without a hit: at the highest dose activity change, negative = substrate turnover. 390,000 compounds, 0.01% hits. AID 588456; note: % is set by controls: 0 for no effect and ±100 for the full control effect; nearly all actives have a fitted effect of over 50% in size
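Rat TrxR1, dispensed at 90 nM, was prereduced with 400 uM NADPH (final) for 5 min at ~22 deg C, then incubated with compound 15 min before 400 uM selenite. A first-read NADPH fluorescence drop versus no-compound background flagged substrates.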
12-LOX inh – inhibitors of human 12S-lipoxygenase ALOX12. AID 1671190. P18054. Potency, µM (titrated, usually from 108 µM), without a hit: top-dose activity change, negative = inhibition, actives largely listed as inhibitors. purified 12hLO, xylenol orange hydroperoxide absorbance. 580,000 compounds, 1.1% hits; note: % is set by controls: 0 for no effect and ±100 for the full control effect
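Purified human 12hLO (150 nM final) in 25 mM Hepes, 0.01% Triton X-100, pH 7.0 was preincubated 15 min at room temperature with compound. Then 40 uM arachidonic acid was added, 30 min. Hydroperoxide was read by Fe-XO absorbance ratio 573/405 nm.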
IDH1 R132H inh – inhibitors of human mutant IDH1 R132H. Potency, µM (top dose mostly 76.6 µM), for inactives: at the top dose activity change, negative = inhibition, most hits filed as inhibitors. 390,000 compounds, 0.093% hits. O75874. IDH1-R132H enzyme, NADPH consumption, diaphorase/resazurin fluorescence. AID 602179; note: % is set by controls: 0 for no effect and ±100 for the full control effect; nearly all actives have a fitted effect of over 65% in size
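IDH1-R132H (0.5 ug/mL dispensed) in pH 7.5 Tris buffer was preincubated 30 min with compound, then given a substrate mix of 0.016 mM NADPH and 2 mM alpha-KG for 80 min at room temperature; remaining NADPH was read by diaphorase/resazurin fluorescence.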
* hit, by the source's call; ? = inconclusive; / = no result given; [ ] = another dose, or the depositor's remark. Calls come from the whole dose curve; as a rule, active = well fitted curve in the direction sought with a large enough effect; inconclusive = small, poorly fitted or top-dose-only effect, or another doubt; inactive = no such curve, though single readings can be large; an effect the other way counts as inactive or inconclusive. Potency is the fitted concentration of half-maximal effect.

SMILES	USP1 inh	RGS4 inhibitor	Vif-APOBEC3F blk	RXFP1 agonist	TrxR1 inh	Vif-APOBEC3G blk	TrxR1 substrate	12-LOX inh	IDH1 R132H inh
CC1(c2cccc(Br)c2)NC(=O)NC1=O (stereo not drawn)	-14.8%	-10.3%	-16.5%	0.5%	12.2%	1.9%	6.0%	-7.2%	0.0%
O=C(Nc1cccc(F)c1)Nc1ccnn1C1CCN(C(=O)CCN2CCCO2)CC1	-0.6%	8.1%	-1.4%	-0.5%	-8.2%	0.8%	-2.9%	35.0%[activator]	-0.5%
CN1CCN(C(=O)c2ccc(-n3cccc3)cc2)CC1	3.1%	9.6%	-1.9%	0.7%	22.6%	-2.2%	2.7%	-30.9%	-0.6%
C=CCOc1cccc(/C=N/NC(=O)C(OC)c2ccccc2)c1 (stereo not drawn)	-6.5%	-3.0%	11.6%	4.9%	4.6%	0.4%	-1.4%	9.2%	-3.6%
CC(=O)NCCn1c(SCc2cc(=O)n3cc(Cl)ccc3n2)nc2ccccc2c1=O	-19.7%	-39.0%	2.8%	-1.0%	7.6%	1.2%	5.6%	-21.7%	15.3%
CCOc1ccccc1CN1CCc2nc(Nc3ccccc3)ncc2C1	6.0%	-4.5%	-0.7%	-0.7%	0.2%[57.1 µM]	2.9%	-5.0%[57.1 µM]	2.5%	2.5%
O=C1CCCC/C=C\C[C@H](CC(=O)N(CCO)Cc2ccccc2)C(=O)N[C@@H](c2ccccc2)CO1	-16.3%	6.2%	0.2%	/	13.3%[57.1 µM]	-10.0%	8.8%[57.1 µM]	9.8%	0.0%
Cc1ccc(OCC(=O)N/N=C/c2cn(Cc3ccccc3)c3ccccc23)cc1	-26.1%	10.6%	0.9%	0.3%	11.1%	1.3%	-2.0%	-18.6%	-3.9%
Cc1cccc(N2CC(C(=O)Nc3ccc(S(=O)(=O)N4CCOCC4)cc3)CC2=O)c1C (stereo not drawn)	-4.1%	-2.0%	2.5%	0.0%	16.1%	-2.2%	0.4%	-11.5%	1.6%
CC(O)c1nc2ccccc2n1CCOc1ccccc1 (stereo not drawn)	-21.6%	-29.5%	0.7%	-0.1%	10.2%	-8.0%	2.7%	-25.4%	7.6%
CCOC(=O)CNC(=O)c1sc2nc(C)cc(C)c2c1N	-6.8%	3.0%	-9.6%	5.6%	-12.4%[57.1 µM]	-9.2%	30.2%[57.1 µM]	2.0%	0.0%
Cc1ccccc1C(=O)Nc1c(C)[nH]c(=O)[nH]c1=O	-27.4%	-2.4%	-3.9%	5.2%	29.6%	0.6%	10.9%	?	2.5%
NC(=O)C1CCN(C2=C(NS(=O)(=O)c3ccccc3)C(=O)c3ccccc3C2=O)CC1	-16.7%	11.8%	6.1%	-0.8%	14.5%	5.5%	1.4%	-20.9%	14.8%
CN(c1ncc(C(F)(F)F)cc1Cl)N1C(=O)C2ONC3(C(=O)CC(C)(C)CC3=O)C2C1=O (stereo not drawn)	-16.9%	9.8%	-3.1%	3.5%	21.5%[57.1 µM]	1.0%	-18.1%[57.1 µM]	-0.4%	6.2%
CCN(CC)Cc1cc(CCNC(=O)c2ccc(Cl)cc2)ccc1O	-8.3%	-12.7%	-8.9%	2.1%	-1.1%[57.1 µM]	2.4%	8.7%[57.1 µM]	-31.5%	3.2%
N#Cc1ccccc1S(=O)(=O)N1CCN(Cc2c(O)ccc3ccccc23)CC1	-13.9%	-12.8%	0.2%	0.7%	?	-5.8%	2.0%	11.2µM*	4.6%
Cc1cc(NC(=O)CSc2nc3c(cc2C#N)CCC3)no1	-9.7%	-13.5%	-18.2%	?	12.1%	-8.4%	23.5%	?	4.0%
CC(C)c1nc(SCC(=O)Nc2ccc(N(C)C)cc2)c2ccccc2n1	-22.9%	-0.2%	1.0%	4.0%	28.7%	-22.3%	1.8%	?	3.6%
CC(=O)c1ccc(NC(=O)c2ccc(COc3ccccc3[N+](=O)[O-])o2)cc1	-11.6%	?	-1.5%	2.7%	-13.5%	-0.1%	-7.3%	-17.3%	1.7%
CCC1CCCCN1CCCNC(=O)CCC(=O)N1CCOc2ccccc21 (stereo not drawn)	-25.9%	18.5%	-7.2%	-1.9%	20.1%[57.1 µM]	-1.5%	10.5%[57.1 µM]	25.5%	3.0%

Some of the entries so far, with two lines to a compound.
Results follow in this order: USP1 inh | RGS4 inhibitor | Vif-APOBEC3F blk | RXFP1 agonist | TrxR1 inh | Vif-APOBEC3G blk | TrxR1 substrate | 12-LOX inh | IDH1 R132H inh
Cc1cccc(N2CC(C(=O)Nc3ccc(S(=O)(=O)N4CCOCC4)cc3)CC2=O)c1C (stereo not drawn)
 : -4.1% | -2.0% | 2.5% | 0.0% | 16.1% | -2.2% | 0.4% | -11.5% | 1.6%
CC(O)c1nc2ccccc2n1CCOc1ccccc1 (stereo not drawn)
 : -21.6% | -29.5% | 0.7% | -0.1% | 10.2% | -8.0% | 2.7% | -25.4% | 7.6%
CCOC(=O)CNC(=O)c1sc2nc(C)cc(C)c2c1N
 : -6.8% | 3.0% | -9.6% | 5.6% | -12.4%[57.1 µM] | -9.2% | 30.2%[57.1 µM] | 2.0% | 0.0%
Cc1ccccc1C(=O)Nc1c(C)[nH]c(=O)[nH]c1=O
 : -27.4% | -2.4% | -3.9% | 5.2% | 29.6% | 0.6% | 10.9% | ? | 2.5%
NC(=O)C1CCN(C2=C(NS(=O)(=O)c3ccccc3)C(=O)c3ccccc3C2=O)CC1
 : -16.7% | 11.8% | 6.1% | -0.8% | 14.5% | 5.5% | 1.4% | -20.9% | 14.8%
CN(c1ncc(C(F)(F)F)cc1Cl)N1C(=O)C2ONC3(C(=O)CC(C)(C)CC3=O)C2C1=O (stereo not drawn)
 : -16.9% | 9.8% | -3.1% | 3.5% | 21.5%[57.1 µM] | 1.0% | -18.1%[57.1 µM] | -0.4% | 6.2%
CCN(CC)Cc1cc(CCNC(=O)c2ccc(Cl)cc2)ccc1O
 : -8.3% | -12.7% | -8.9% | 2.1% | -1.1%[57.1 µM] | 2.4% | 8.7%[57.1 µM] | -31.5% | 3.2%
N#Cc1ccccc1S(=O)(=O)N1CCN(Cc2c(O)ccc3ccccc23)CC1
 : -13.9% | -12.8% | 0.2% | 0.7% | ? | -5.8% | 2.0% | 11.2µM* | 4.6%
Cc1cc(NC(=O)CSc2nc3c(cc2C#N)CCC3)no1
 : -9.7% | -13.5% | -18.2% | ? | 12.1% | -8.4% | 23.5% | ? | 4.0%

The results go on.
SMILES	USP1 inh	RGS4 inhibitor	Vif-APOBEC3F blk	RXFP1 agonist	TrxR1 inh	Vif-APOBEC3G blk	TrxR1 substrate	12-LOX inh	IDH1 R132H inh
O=C(N/C(=C/c1ccc(F)cc1)C(=O)N1CCOCC1)c1ccco1	-4.2%	/	-4.0%	/	/	-1.2%	/	-7.2%	-4.3%
COc1cc2ccc(NC(C)=O)cc2cc1OC	2.8%	/	-12.5%	/	/	-0.6%	/	6.5%	-2.6%
COc1ccc(-c2cc(-c3ccccc3)nc(NN)n2)cc1OC	-11.1%	-23.9%	-16.5%	1.6%	12.1%	-0.4%	-7.6%	?	-8.2%
C[n+]1ccccc1/C=C/c1ccc([N+](=O)[O-])cc1	-26.5%	-9.9%	0.1%	7.6%	?	2.7%	-21.4%	0.0%	-4.7%
COC(=O)CSc1nc2ccc(C)cc2[nH]1	2.1%	-1.4%	-3.3%	-1.6%	11.5%	-6.7%	11.0%[57.1 µM]	-2.3%	1.6%
Cc1cc(C(=O)CSc2nnc(NCc3ccccc3)s2)c(C)n1C	-12.8%	-13.5%	-7.8%	1.7%	-5.9%[57.1 µM]	?	-3.4%[57.1 µM]	12.3%	6.4%
C=C(C)CNC(=S)N=Nc1c(O)[nH]c2ccc([N+](=O)[O-])cc12	-0.1%	-34.0%	-0.8%	0.4%	34.6%[57.1 µM]	-6.3%	7.6%[57.1 µM]	-2.5%	-2.2%
O=C(O)c1ccc(-c2nc(-c3ccccc3)c(-c3ccccc3)[nH]2)cc1	-18.8%	-23.2%	-11.7%	5.5%	-70.9%	-22.7%	320.0%[activator][57.1 µM]	-24.5%	2.5%
CCOc1ccc(S(=O)(=O)c2cn(Cc3cc(C)ccc3C)c3ccc(OCC)cc3c2=O)cc1	4.1%	-6.2%	-2.1%	3.4%	15.9%	-3.0%	16.6%	2.8%	0.0%
CN(C(=O)c1ccc2c(=O)n3c(nc2c1)CCCCC3)c1ccccc1Cl	-18.0%	2.6%	6.4%	3.8%	6.4%	-0.2%	-1.2%	0.0%	1.4%
O=C(CSc1nnnn1Cc1ccccc1)N1CCN(c2ccccc2)CC1	0.0%	-2.0%	-4.3%	-0.4%	12.7%	4.2%	4.2%	?	-0.3%
Cn1nc(-c2ccccc2F)c2cc(C(=O)N3CCN(c4ccccc4F)CC3)sc21	-32.1%	-15.5%	0.0%	2.2%	16.1%	4.2%	-1.3%	-24.8%	-3.5%

Only part of the results is shown. The share of hits here may be higher or lower than overall.
